# High-throughput results: PubChem, several laboratories
# CHRM4 PAM: human M4 muscarinic receptor positive allosteric modulators, primary screen, CHO-K1 cells, Fluo-8 calcium fluorescence; activation, % at 3 µM; actives 0.4% (n = 360,000); CHO-K1 hM4/Gqi5, ACh EC20; 0% = ACh EC20, 100% = maximal ACh; Muscarinic acetylcholine receptor M4 (Homo sapiens), P08173;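 active = activation above its plate's cutoff, the mean activation of sample wells plus 3 SD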; note: some results filed as inactive read as strong as hits
# CRFR2-BP antag: antagonists of CRF-BP/CRF-R2 complex, primary screen, cell-based, HEK293, calcium dye fluorescence, uHTS. CRF-induced calcium fluorescence. inhibition, % at 11.8 µM. actives 0.59% (n = 350,000);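 active = inhibition of the ligand-induced calcium signal above about 50% at the single tested concentration, limit read from the data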
# M1 PAM: human M1 muscarinic receptor positive allosteric modulators, primary screen, CHO-K1 cells, Fluo-8 calcium fluorescence, 1536-well; Muscarinic acetylcholine receptor M1 (Homo sapiens), P11229; CHO-K1 hM1, ACh EC20; 0% = ACh EC20, 100% = maximal ACh; activation, % at 3 µM; actives 0.088% (n = 360,000); in the data active = activation above about 19%, passing the limit was not always enough
# Target sequence (P11229 whole entry, looked up): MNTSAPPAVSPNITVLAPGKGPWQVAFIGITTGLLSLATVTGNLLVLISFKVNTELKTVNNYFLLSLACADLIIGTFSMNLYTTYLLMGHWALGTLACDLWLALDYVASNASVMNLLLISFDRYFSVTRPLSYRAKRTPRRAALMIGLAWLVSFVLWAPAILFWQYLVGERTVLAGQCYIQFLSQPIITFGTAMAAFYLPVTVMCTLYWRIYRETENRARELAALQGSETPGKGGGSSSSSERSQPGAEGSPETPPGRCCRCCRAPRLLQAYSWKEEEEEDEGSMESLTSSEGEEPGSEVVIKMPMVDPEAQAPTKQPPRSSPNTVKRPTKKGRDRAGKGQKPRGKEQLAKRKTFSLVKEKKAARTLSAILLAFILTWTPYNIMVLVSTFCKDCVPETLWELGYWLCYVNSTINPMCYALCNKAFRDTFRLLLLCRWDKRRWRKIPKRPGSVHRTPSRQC
# M4 ag: human M4 muscarinic receptor agonists, primary screen, CHO-K1 cells, Fluo-8 calcium fluorescence | CHO-K1 hM4/Gqi5; vehicle 0%, full acetylcholine response 100% | Muscarinic acetylcholine receptor M4 (Homo sapiens), P08173 | AID 624127, 2012 | activation, % at 3 µM | actives 0.14% (n = 360,000);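 active = activation above the run mean over all test wells plus 3 SD, cut at about 32% in these data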;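 note: peak over basal fluorescence ratio per well then scaled between controls; 0% = DMSO wells and 100% = acetylcholine at EC100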
# CRFR2-BP ag: agonists of CRF-BP/CRF-R2 complex, primary screen, cell-based, HEK293, calcium dye fluorescence, uHTS. CRF-binding protein / CRF receptor 2 complex (human). calcium dye fluorescence (FLIPR); percent of saturating CRF peptide response. activation, % at 13.2 µM. actives 0.46% (n = 350,000). AID 588473, 2011;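 active = activation of at least 50%, plus an integration ratio under a set limit after plate pattern correction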;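 note: plate controls were neutral control wells without compound for no effect and CRF at EC100 for full effect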
# CHRM5 agonist: human M5 muscarinic receptor agonists, primary screen, CHO-K1 cells, Fluo-8 calcium fluorescence; CHO-K1 hM5 cells; 0% DMSO wells, 100% maximal acetylcholine response; activation, % at 3 µM; actives 0.19% (n = 360,000);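 active = activation above the run's mean over test compounds plus 3 SD, cut at about 23% in these data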;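 note: signal is peak over basal fluorescence ratio across the kinetic read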
# Target sequence (P08912 whole entry, looked up): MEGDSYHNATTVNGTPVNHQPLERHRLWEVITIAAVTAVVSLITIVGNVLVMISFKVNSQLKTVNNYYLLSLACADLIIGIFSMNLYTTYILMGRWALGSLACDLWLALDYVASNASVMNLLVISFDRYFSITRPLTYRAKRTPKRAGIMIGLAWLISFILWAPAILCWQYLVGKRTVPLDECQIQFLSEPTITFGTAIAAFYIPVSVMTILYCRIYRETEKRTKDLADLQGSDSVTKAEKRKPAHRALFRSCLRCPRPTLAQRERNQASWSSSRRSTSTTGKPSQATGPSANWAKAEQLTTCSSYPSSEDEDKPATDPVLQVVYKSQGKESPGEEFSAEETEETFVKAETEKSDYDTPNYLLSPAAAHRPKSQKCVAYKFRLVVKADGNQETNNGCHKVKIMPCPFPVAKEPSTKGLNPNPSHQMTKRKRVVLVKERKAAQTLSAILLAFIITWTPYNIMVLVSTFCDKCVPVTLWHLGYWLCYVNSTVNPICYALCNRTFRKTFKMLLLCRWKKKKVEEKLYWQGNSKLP
# CHRM5 antagonist: human M5 muscarinic receptor antagonists, primary screen, CHO cells, Fluo-8 calcium fluorescence | Muscarinic acetylcholine receptor M5 (Homo sapiens), P08912 | CHO-hM5 cells, ACh EC80 | inhibition, % at 3 µM | actives 0.59% (n = 360,000);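 active = inhibition above a per-plate cutoff, the mean of that plate's test compounds plus 3 SD, cut at about 27% in these data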;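 note: 0% = acetylcholine EC80 with DMSO and 100% = DMSO without agonist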
# CHRM5 PAM: human M5 muscarinic receptor positive allosteric modulators, primary screen, CHO-K1 cells, Fluo-8 calcium fluorescence; actives 0.3% (n = 360,000); Muscarinic acetylcholine receptor M5 (Homo sapiens), P08912; activation, % at 3 µM; CHO-K1 hM5, ACh EC20 PAM; 0% = ACh EC20, 100% = ACh EC100;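 active = activation above the run cutoff, the mean activation of all test compounds plus 3 SD, cut at about 18% in these data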
#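 Assay system – human M5 receptor in CHO-K1 cells · Read-out – % activation, ACh-normalized · Technique – Fluo-8 calcium fluorescence · Dosing – single-point, 3 µM nominal · Incubation – Fluo-8 loading 80 min at 37 °C plus 30 min room temperature · Repeats – singlicate, one well per test compound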
# M4 antag: human M4 muscarinic receptor antagonists, primary screen, CHO cells, Fluo-8 calcium fluorescence; Muscarinic acetylcholine receptor M4 (Homo sapiens), P08173; CHO-hM4 cells, ACh EC80; inhibition, % at 3 µM; actives 0.73% (n = 360,000); AID 624125, 2012;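 active = inhibition above its plate's cutoff, the mean inhibition of sample wells plus 3 SD, cut at about 27% in these data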;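 note: 0% = acetylcholine EC80 with DMSO and 100% = DMSO without agonist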
# The depositor's hits bear a star; / = no result given. Rows were taken by chance; about 2.6% have a hit in one of these screens.
no.	SMILES	CRFR2-BP antag	CHRM4 PAM	M4 ag	M4 antag	CRFR2-BP ag	CHRM5 PAM	M1 PAM	CHRM5 agonist	CHRM5 antagonist
1	Cc1noc(C)c1-c1csc(N2CCC(C(N)=O)CC2)n1	2	-3	0	4	-0.3	5	-5	1	1
2	O=C(COC(=O)c1cccnc1Cl)c1ccc(Cl)cc1Cl	4	-4	3	-8	-0.9	5	-2	-2	-11
3	C/C(=C/C(=O)O)C(=O)Nc1cccc(C(F)(F)F)c1	-7	-3	1	-4	0.6	-3	1	-1	-2
4	CC(C)(C)[C@H]1CCC(=O)N([C@H](CC#N)Cc2ccccc2)CC1	-3	-3	0	3	-0.5	-6	2	2	16
5	CCCC(=O)Nc1nc2ccc(OCC)cc2s1	-26	0	0	-5	-0.7	-6	15	2	-1
6	CCCOc1ccc(S(=O)(=O)NCc2ccc(OC)cc2)cc1	20	8	6	1	-0.9	-1	-4	0	-4
7	CCOC(=O)c1nc(S(C)(=O)=O)ncc1Cl	-2	0	-1	15	1.1	-1	-1	-1	3
8	Cc1ccc(C(=O)N(CCc2ccccc2)Cc2ccccc2)cc1S(=O)(=O)N1CCOCC1	3	-2	12	5	0.4	-31	7	0	13
9	N#Cc1c(N)c(C(=O)c2ccc(Cl)cc2)n2c1CCC2	18	6	1	-5	-1.7	3	4	-3	-4
10	CCN1C(=O)[C@H]2[C@@H](c3ccc(-c4cc(C(C)=O)cs4)cc3)N[C@@](Cc3ccccc3)(C(=O)OC)[C@H]2C1=O	-8	-3	0	2	2.1	-4	1	2	9
11	O=C(NC1CCCC1)c1ccc(S(=O)(=O)N2CCCC2)cc1	6	-6	1	8	-1.8	1	0	-1	3
12	CCOc1cc2c3c(c1)C(C)CC(C)(C)N3C(=O)C2=O (stereo unspecified)	-7	4	-1	-6	1.2	4	3	15	-7
13	CCN(c1ccccc1)S(=O)(=O)c1ccc(OCC(=O)N2CCCC2)cc1	10	0	3	4	-1.6	-1	9	1	8
14	COc1cccc2cc(C(=O)NCCN3CCOCC3)oc12	5	3	1	-10	-0.6	-7	1	-4	10
15	CC1(C)OC(=O)C2=C(C[C@@H](CCc3ccccc3)O[C@@H]2c2ccc(Cl)cc2)O1	/	1	-2	-11	/	-6	/	-3	13
16	CCC(C)C1/C=C\CC(NC(=O)OCC2c3ccccc3-c3ccccc32)CC(=O)N1Cc1ccccc1 (stereo unspecified)	-15	-7	0	-15	4.7	-6	-1	1	-3
17	COC(=O)C1Cc2c([nH]c3ccccc23)C(C(C)C)N1 (stereo unspecified)	3	-4	10	0	-0.2	-8	1	-2	8
18	O=C(N/N=C/c1ccncc1)c1cccc(NC(=O)c2ccccc2Cl)c1	2	-13	8	6	0.0	-17	-12	1	18
19	Cc1cc(=O)n2cccc(O)c2n1	2	-8	0	6	0.9	-1	2	1	-3
20	Cc1ncc(CN2CCC(CO)(Cc3ccccc3)CC2)s1	5	-2	1	-6	0.7	8	5	-2	-5
21	Cc1ccc(S(=O)(=O)NCc2csc(-c3cccs3)n2)cc1	-9	-14	1	4	-4.0	-6	3	3	13
22	CN(C(=O)COc1ccccc1C(=O)NCc1ccccc1)C1CCS(=O)(=O)C1 (stereo unspecified)	6	6	1	0	2.7	8	18	-1	1
23	COc1cc(NS(=O)(=O)c2cc3[nH]c(=O)c(=O)[nH]c3cc2C)cc(OC)c1OC	-5	-2	1	-11	1.2	-3	1	0	-3
24	CC(=O)Nc1ccc(SCc2ncc(-c3ccccc3)o2)cc1	-8	0	5	-8	1.1	-2	11	-1	1
25	CCOC(=O)CNC(=O)c1ccc2c(c1)OCCO2	3	10	0	-7	-0.7	0	0	-5	-2
26	Cc1cc2c(c(C)c1CCO)C(=O)[C@H](C)C2	-2	5	2	-10	4.7	-2	10	1	2
27	O=C(NCC(F)(F)F)c1ccc(S(=O)(=O)N2CCN(C(=O)C3CCCO3)CC2)cc1 (stereo unspecified)	2	1	1	2	-0.9	4	6	0	4
28	O=C(CNCc1ccco1)Nc1cc(S(=O)(=O)N2CCOCC2)ccc1N1CCOCC1	15	4	2	-3	-0.9	-12	5	2	20
29	Cc1cc(=O)oc2cc(NC(=O)C(C)Oc3cccc(Cl)c3)ccc12 (stereo unspecified)	-6	-4	1	3	-0.1	-4	-3	-1	12
30	COc1c(Cl)cnn(-c2ccc(Cl)c(Cl)c2)c1=O	7	-6	0	-1	-1.0	-4	15	-3	5

# 3 entries out of the list, ordered by count of non-hydrogen atoms, descending:
no.	SMILES	CRFR2-BP antag	CHRM4 PAM	M4 ag	M4 antag	CRFR2-BP ag	CHRM5 PAM	M1 PAM	CHRM5 agonist	CHRM5 antagonist
22	CN(C(=O)COc1ccccc1C(=O)NCc1ccccc1)C1CCS(=O)(=O)C1 (stereo unspecified)	6	6	1	0	2.7	8	18	-1	1
18	O=C(N/N=C/c1ccncc1)c1cccc(NC(=O)c2ccccc2Cl)c1	2	-13	8	6	0.0	-17	-12	1	18
11	O=C(NC1CCCC1)c1ccc(S(=O)(=O)N2CCCC2)cc1	6	-6	1	8	-1.8	1	0	-1	3

# New compounds follow.
no.	SMILES	CRFR2-BP antag	CHRM4 PAM	M4 ag	M4 antag	CRFR2-BP ag	CHRM5 PAM	M1 PAM	CHRM5 agonist	CHRM5 antagonist
31	CCOc1ccc(C(=S)N2CCOCC2)cc1OC	4	2	0	-3	-0.2	7	9	2	-8
32	O=c1[nH]c2ccccc2cc1-c1nnn(-c2ccccc2)n1	-1	10	1	-13	-2.1	-5	8	3	16
33	CC(=O)N1CCOCCOCCN(C(C)=O)CCOCC1	-8	1	0	7	0.1	2	9	1	6
34	CCOC(=O)N1CCN(C(=O)c2c(-c3ccccc3)noc2C)CC1	-5	8	-1	-20	0.2	-8	17	-1	11
35	Cc1cccc[n+]1C1C(c2ccccc2)C(C#N)=C(C(=C=[N-])C#N)NC1(O)C1CC1 (stereo unspecified)	14	-2	0	0	5.6	-6	2	-5	8
36	Cc1ccc(N(CC(=O)N2CCN(c3ccccc3F)CC2)S(=O)(=O)c2c(C)noc2C)cc1	-5	4	1	-14	3.7	-3	0	-2	4
37	Cn1nc(C(=O)NC2CCCC2)c2ccccc2c1=O	10	9	3	-5	-0.4	8	8	2	-9
38	CC(C(=O)O)C1SC(=O)NC1=O (stereo unspecified)	13	17	0	6	-1.2	6	9	3	-2
39	CCOc1cc(CNCCCN2CCOCC2)cc(Br)c1OCc1ccccc1Cl	-55	-8	12	11	1.1	0	10	1	16
40	Cc1c(C#N)c2ccccc2n1CC(=O)NCc1cccnc1	5	2	1	-6	-2.5	8	4	-9	0
41	CCOC(=O)N1CCN(c2ncnc3scc(-c4ccc(Cl)cc4)c23)CC1	-17	9	-2	-17	-0.6	10	11	-5	-2
42	O=C(CN1C(=O)NC2(CCCCC2)C1=O)N1CCc2ccccc2C1	-16	5	2	-1	7.4	6	3	-3	7
43	Cc1cc(C)cc(N2CC34C=CC(O3)C(C(=O)OCC(=O)NCc3ccco3)C4C2=O)c1 (stereo unspecified)	-15	-3	-2	3	-1.4	2	14	0	-1
44	Nc1ccc(S(=O)(=O)N2CCCC2C(=O)O)cc1 (stereo unspecified)	-15	4	0	-7	4.5	6	8	0	-3
45	Cc1cc(OCC(=O)NCc2ccccn2)c2c(C)c(Cc3ccccc3)c(=O)oc2c1	-1	6	-1	-11	-0.1	-3	-5	-1	8
46	CCSc1nnc(NC(=O)c2ccccc2)s1	-4	2	1	4	1.5	4	-3	2	-3
47	COc1ccc(CN2C[C@@H](CO)O[C@@H](n3cnc4c(NCc5ccco5)ncnc43)C2)cc1	/	1	5	-9	/	-2	0	4	1
48	O=C(NNC(=O)C12CC3CC(CC(C3)C1)C2)c1ccccn1	-5	-4	1	2	-1.3	6	3	10	-7
49	Cc1ccc(NCCC(=O)c2ccc(Br)cc2)cc1	4	0	1	13	-1.1	-1	-3	-2	-6
50	CC(CN1CCC(n2nccc2NC(=O)CCCc2ccccc2)CC1)c1ccccc1 (stereo unspecified)	-4	-8	5	3	0.8	0	-1	-6	-5
51	Nc1nnc(SCC(=O)NC23CC4CC(CC(C4)C2)C3)s1	-11	2	0	4	-0.9	4	11	-4	-5
52	Cc1ccc(-c2nc(SCC(=O)Nc3cc(S(=O)(=O)N4CCCCC4)ccc3Cl)n[nH]2)cc1	-26	-20	4	8	3.6	-6	-5	0	3
53	COc1ccc(C2NC(=S)NC(O)(C(F)(F)F)C2C(=O)c2cccs2)cc1 (stereo unspecified)	-6	-37	2	43*	0.7	-16	-20	-6	5
54	N#CCSc1nnc(COc2ccc3ccccc3c2)o1	-11	0	9	0	-1.2	-3	6	-2	-4
55	CC1CCCN(C(=O)C(=O)Nc2ccc3nc4n(c(=O)c3c2)CCCCC4)C1 (stereo unspecified)	-62	-8	19	-4	37	-7	-7	4	11
56	CCc1cc2c(SCC(=O)N3CCCC3=O)ncnc2s1	-3	5	1	-1	-2.5	0	-1	-3	0

# In the list so far, these have an aryl methoxy group.
no.	SMILES	CRFR2-BP antag	CHRM4 PAM	M4 ag	M4 antag	CRFR2-BP ag	CHRM5 PAM	M1 PAM	CHRM5 agonist	CHRM5 antagonist
6	CCCOc1ccc(S(=O)(=O)NCc2ccc(OC)cc2)cc1	20	8	6	1	-0.9	-1	-4	0	-4
14	COc1cccc2cc(C(=O)NCCN3CCOCC3)oc12	5	3	1	-10	-0.6	-7	1	-4	10
23	COc1cc(NS(=O)(=O)c2cc3[nH]c(=O)c(=O)[nH]c3cc2C)cc(OC)c1OC	-5	-2	1	-11	1.2	-3	1	0	-3
30	COc1c(Cl)cnn(-c2ccc(Cl)c(Cl)c2)c1=O	7	-6	0	-1	-1.0	-4	15	-3	5
31	CCOc1ccc(C(=S)N2CCOCC2)cc1OC	4	2	0	-3	-0.2	7	9	2	-8
47	COc1ccc(CN2C[C@@H](CO)O[C@@H](n3cnc4c(NCc5ccco5)ncnc43)C2)cc1	/	1	5	-9	/	-2	0	4	1
53	COc1ccc(C2NC(=S)NC(O)(C(F)(F)F)C2C(=O)c2cccs2)cc1 (stereo unspecified)	-6	-37	2	43*	0.7	-16	-20	-6	5
